# Source: PubChem (National Center for Advancing Translational Sciences (NCATS))
# PTHR1 ag: qHTS for PTHR1 Agonists: Primary Screen; AID 743266, 2014; Parathyroid hormone/parathyroid hormone-related peptide receptor (Homo sapiens), Q03431; Potency, µM (doses to about 115 µM), inactives show top-dose activation, actives largely listed as activators; HEK293 GP2 PTHR1 cells, GloSensor cAMP luminescence, 1 h; 410,000 compounds, 0.075% hits; also: potency is read from the fitted curve at half-maximal effect; nearly all actives have a fitted effect of over 55% in size; some results filed as inactive show a strong effect at the top dose; inactives centre near -15; many of its hits are not listed in these tables
#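 HEK-293-derived GP2 cells expressing PTHR1 and a GloSensor cAMP reporter, 3,000/well, plated overnight, given luciferin plus IBMX (each 0.5 mM as added) for 1 h at 37 °C, then compound for 1 h at 37 °C. Luminescence was read after 15 min at room temperature.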
# HEK293 tox: qHTS of GLP-1 Receptor Inverse Agonists: Cytotox Screen; HEK293 cAMP-luciferase reporter cells, luminescence, 24 h; Potency, µM (series often up to 38.3 µM), without a hit: top-dose activity change, negative = inhibition, actives largely listed as inhibitors; 410,000 compounds, 0.13% hits; AID 624418, 2012;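 also: loss of luciferase light is scored as toxicity; potency is read from the fitted curve at half-maximal effect; % is scaled to controls: 0 for no effect and ±100 for the full control effect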
#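 Luminescence readout: signal drop marks cytotoxicity. Plated cells grew 12 h at 37 °C, 5% CO2, received 23 nL compound for 24 h, then got luciferase reagent, read after 12 min at RT.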
# GLP-1R agonist: qHTS of GLP-1 Receptor Agonists | 380,000 compounds, 0.007% hits | HEK293 GLP-1R CRE-luciferase, luminescence, 4-6 h; cells express a hypersensitive GLP-1R form | Potency, µM (series often up to 45.6 µM), without a hit: top-dose activation, hits mostly activators | Glucagon-like peptide 1 receptor (Homo sapiens), P43220; also: potency is read from the fitted curve at half-maximal effect; % of control where 0% means no effect
# IL2 activator: qHTS of IL-2 Activators. activation, % (series mostly up to about 46 µM). AID 652025, 2013. IL-2 activation reporter assay, cell-based qHTS; stimulated with anti-CD3/CD4/CD28 beads; in transgenic mouse T cells. 360,000 compounds, 0.065% hits; in the data active = activation above about 50%; inconclusive = mostly about 30% to 49%; also: 0% is about no effect
#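 Unstimulated transgenic mouse T cells preincubated 60 min with compound, then stimulated with anti-CD3/anti-CD4-coated beads plus anti-CD28 for 18 h at 37 degrees C. IL-2 response read as EGFP and DsRed fluorescence by plate cytometry.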
# GLP-1R inv ag: qHTS of GLP-1 Receptor Inverse Agonists (Inhibition Mode). Potency, µM (series often up to 38.3 µM), without a hit: top-dose activity change, negative = inhibition, hits mostly inhibitors. Glucagon-like peptide 1 receptor (Homo sapiens), P43220. 410,000 compounds, 1.6% hits. AID 624417, 2012. HEK293 GLP-1R CRE-luciferase, luminescence, 24 h; GLP-1R form is constitutively active; also: potency is read from the fitted curve at half-maximal effect; % is scaled to controls: 0 for no effect and ±100 for the full control effect; nearly all actives have a fitted effect of over 55% in size
#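 Luminescence readout: a drop in cAMP-driven luciferase signal flags inverse agonism at a constitutively active GLP-1R stably expressed in HEK293. Compound exposure lasted 24 hr at 37 deg C, 5% CO2.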
# EPAC1 ag: qHTS for Agonist of cAMP-regulated guanine nucleotide exchange factor 3 (EPAC1): primary screen; EPAC1 agonist qHTS, biochemical assay; response scale: 100% = response to 6.5 mM cAMP; 360,000 compounds, 0.073% hits; Potency, µM (titrated, usually from 154 µM), without a hit: at the top dose activation, hits mostly activators; Rap guanine nucleotide exchange factor 3 (Homo sapiens), O95398; also: potency is read from the fitted curve at half-maximal effect; nearly all actives have a fitted effect of over 60% in size
#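 Compounds were pinned as a concentration titration into mixtures of EPAC1 (100 nM), BODIPY-GDP-loaded Rap1B (250 nM) and GDP (50 uM). After 5 min at room temperature, fluorescence was followed for 30 min; activity was scaled to 6.5 mM cAMP.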
# PI5P4K alpha inh: qHTS for Inhibitors of phosphatidylinositol 5-phosphate 4-kinase (PI5P4K); Phosphatidylinositol 5-phosphate 4-kinase type-2 alpha (Homo sapiens), P48426; PI5P4Kalpha enzyme, ADP-Glo luminescence, 60 min; stronger effect = lower value; max response, %; 330,000 compounds, 1.2% hits; AID 652105, 2013; active = max response of -50% or lower; inconclusive = between -30% and -50%; inactive = -30% or higher; also: value at the top dose of about 77 µM; % is scaled to controls: 0 for no effect and ±100 for the full control effect
# Target sequence (P48426 whole entry, looked up): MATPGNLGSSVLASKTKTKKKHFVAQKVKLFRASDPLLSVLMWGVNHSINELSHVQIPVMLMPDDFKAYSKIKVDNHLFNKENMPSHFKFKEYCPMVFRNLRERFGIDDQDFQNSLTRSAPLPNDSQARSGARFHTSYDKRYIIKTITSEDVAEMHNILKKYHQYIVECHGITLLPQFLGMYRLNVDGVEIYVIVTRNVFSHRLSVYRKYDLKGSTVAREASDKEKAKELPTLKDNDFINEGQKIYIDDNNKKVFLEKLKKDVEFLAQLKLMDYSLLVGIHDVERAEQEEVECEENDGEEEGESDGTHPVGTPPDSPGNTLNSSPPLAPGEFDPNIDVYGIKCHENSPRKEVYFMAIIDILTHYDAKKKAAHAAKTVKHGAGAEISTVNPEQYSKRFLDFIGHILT
#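 Compounds were pin-transferred onto PI5P4Kalpha and substrate in HEPES pH 7.4 buffer with EGTA, CHAPS and 5% DMSO. ATP (5 microM final) started the reaction, which ran 60 minutes at room temperature before ADP-Glo detection.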
# EPAC1 antagonist: qHTS for Antagonist of cAMP-regulated guanine nucleotide exchange factor 3 (EPAC1): primary screen; Rap guanine nucleotide exchange factor 3 (Homo sapiens), O95398; EPAC1 GEF assay, Rap1b-BODIPY-GDP exchange fluorescence; Potency, µM (series often up to 115 µM), without a hit: top-dose activity change, negative = inhibition, most hits filed as inhibitors; 360,000 compounds, 0.14% hits;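 also: potency is read from the fitted curve at half-maximal effect; plate controls were vehicle for no effect and positive control for full effect; nearly all actives have a fitted effect of over 50% in size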
# PLK1 PBD inh: qHTS for Inhibitors of PLK1-PDB (polo-like kinase 1 - polo-box domain): Primary Screen; Serine/threonine-protein kinase PLK1 (Homo sapiens), P53350; Plk1 PBD binding of FITC phosphopeptide, fluorescence polarization; Potency, µM, without a hit: max response, negative = inhibition, actives largely listed as inhibitors; 360,000 compounds, 2.8% hits; AID 720504, 2013; also: potency is read from the fitted curve at half-maximal effect; series mostly up to about 57 µM; % is scaled to controls: 0 for no effect and ±100 for the full control effect; nearly all actives have a fitted effect of over 65% in size
# Target sequence (P53350 whole entry, looked up, the tested form may be a part): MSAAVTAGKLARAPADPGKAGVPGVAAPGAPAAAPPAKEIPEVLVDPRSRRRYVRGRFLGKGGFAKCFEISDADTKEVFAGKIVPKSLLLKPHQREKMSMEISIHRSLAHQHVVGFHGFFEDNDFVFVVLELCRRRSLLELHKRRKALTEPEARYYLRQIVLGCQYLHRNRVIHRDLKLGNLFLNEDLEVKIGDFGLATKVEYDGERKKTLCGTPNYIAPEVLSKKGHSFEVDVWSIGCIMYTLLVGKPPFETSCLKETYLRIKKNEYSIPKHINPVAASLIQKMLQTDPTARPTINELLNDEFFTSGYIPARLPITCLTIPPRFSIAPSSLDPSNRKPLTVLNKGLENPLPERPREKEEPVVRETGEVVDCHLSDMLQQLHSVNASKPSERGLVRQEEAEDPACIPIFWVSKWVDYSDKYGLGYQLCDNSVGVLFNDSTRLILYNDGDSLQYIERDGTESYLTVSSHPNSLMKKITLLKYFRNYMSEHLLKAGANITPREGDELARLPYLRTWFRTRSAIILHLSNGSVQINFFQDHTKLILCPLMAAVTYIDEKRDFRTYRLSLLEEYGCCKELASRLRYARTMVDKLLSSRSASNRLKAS
# An asterisk follows results filed as active; i = inactive; ? = inconclusive; · = not tested or not shown; & = joins results of further samples; [ ] = another dose, or the depositor's remark. Unless noted, calls follow the shape of the dose curve; as a rule, active = well fitted curve in the direction sought with a large enough effect; inconclusive = small, poorly fitted or top-dose-only effect, or another doubt; inactive = no such curve, though single readings can be large; an effect the other way counts as inactive or inconclusive. The list is partial. The share of hits here may be higher or lower than overall.
cpd	compound	PTHR1 ag	HEK293 tox	GLP-1R agonist	IL2 activator	GLP-1R inv ag	EPAC1 ag	PI5P4K alpha inh	EPAC1 antagonist	PLK1 PBD inh
1	O=C(c1cn(-c2ccccc2)nc1-c1cccs1)N1CCOCC1	-2%	-8%	0%	-3.6	0%	-1%	-1	6%	-9%
2	OCC[C@H]1NCc2cc(CO)cc(-c3ccccc3)c21	-10%	-2%	5%	0.4	?	-10%	-10	6%	-4%
3	OC1CCN(Cc2cccc(Oc3ccccc3)c2)CC1	21%	12%	1%	0.1	?	7%	12	7%	-18%
4	CC1CCN(C(=S)c2ccc3c(c2)OCO3)CC1	-2%[57.5 µM]	-8%	-6%	0.1	-10%	-1%	·	11%	-5%
5	CC1CCCN(C(=O)COc2ccc(Nc3ccccc3)cc2)C1 (stereo not given)	-22%	-13%	3%	-0.8	?	-6%	-23	-4%	-1%
6	O=C(Nc1ccc(C(=O)O)cc1)/C(=C\C=C\c1ccccc1)NC(=O)c1ccc(Br)cc1	-23%	-7%	10%	-0.9	-9%	3%	?	-24%	?
7	COC(=O)c1ccc(C2C(C(C)=O)=C(C)Nc3ncnn32)cc1 (stereo not given)	22%	0%	-5%	-1.1	42%[activator]	-10%	-13	?	-20%
8	Cc1nc(Nc2nc3ccccc3o2)nc(C)c1C(=O)Nc1ccc(F)cc1	-4%	-5%	2%	0.0	12%	10%	-4	-9%	4%
9	O=C(CSc1cccc[n+]1[O-])C12CC3CC(CC(C3)C1)C2	-1%	?	2%	-4.6	?	2%	-16	6%	?
10	O=C1NC(=O)C2(CCCCCCCCCCC2)N1	-5%	1%	1%	-0.2	51%[activator]	-8%	5	-7%	-3%
11	Brc1ccc(-c2noc3c2-c2nc(C4CCCCC4)sc2CC3)cc1	0%	7%	8%	1.3	20%	-7%	-5	7%	-22%
12	O=C(c1ccc2c(c1)OCO2)N(c1ccc(Br)cc1)C1C=CS(=O)(=O)C1 (stereo not given)	-21%	1%	0%	-0.3	4%	3%	2	-18%	2%
13	COc1ccc(C(=O)Oc2cccc3cccnc23)cc1[N+](=O)[O-]	-13%	?	9%	-3.4	?	-2%	-6	-11%	-11%
14	CCCCN(C(=O)Nc1ccc(Cl)cc1)C1CCN(C(C)=O)CC1	-97%	-12%&-8%	-2%	0.3	-7%&0%	-4%	12	10%	-3%
15	Cc1c(C(=O)O)oc2c1C(O)CCC2 (stereo not given)	-1%[57.5 µM]	-4%	0%	-1.7	0%	3%	·	5%	1%
16	COc1ccc(C(C(=O)NCC2CCCO2)N(C(=O)CNC(=O)c2ccco2)c2ccccc2)cc1OC (stereo not given)	1%	-9%	0%	0.7	3%	11%	2	1%	-2%
17	O=C1CC(N2CCN(c3ccccn3)CC2)C(=O)N1c1ccc(F)cc1 (stereo not given)	?	4%	1%	0.1	0%	-4%	-3	-20%	-8%
18	COc1cccc(OC)c1C(=O)Nc1ccc(Br)c(C(=O)c2ccccc2)c1	-44%[inhibitor]	-12%	-3%	-1.0	?	7%	8	-25%	-10%
19	COCCN1C(=O)N(c2cccc(OC)c2)C(=O)C1CC(=O)Nc1cccc(F)c1 (stereo not given)	i	8%	1%	0.2	12%	-11%	-1	-5%	0%
20	CCCOC(=S)Nc1ccccc1	-5%[57.5 µM]	-3%	3%	0.1	-14%	-3%	8	-10%	-8%
21	N#Cc1c2ccc(OCC(N)=O)cc2n2ccccc12	-29%	·	12%	0.9	50%[activator]	-21%	-8	-4%	-8%
22	Cc1cc(C)cc(NC2=CC(=O)CC(c3ccco3)C2)c1 (stereo not given)	-16%[57.5 µM]	-12%	-1%	-1.3	0%	5%	·	10%	-2%
23	CCc1nc2cccnc2n1-c1ccc(CC(=O)NC(C)CC)cc1 (stereo not given)	i	-16%	2%	-1.9	7%	1%	1	-12%	0%
24	O=C1CCCN1Cc1ccccc1	i	-7%	0%	0.0	-1%	-22%	-8	-1%	-7%
25	C/C(=N\NC(=O)c1ccccc1-n1cccc1)C1CC1	-46%[inhibitor]	12%	0%	3.1	-5%	1%	-2	-7%	-6%

# Complete entries, looked up by structure:
# Results for `OC1CCN(Cc2cccc(Oc3ccccc3)c2)CC1` → PTHR1 ag: 21%; HEK293 tox: 12%; GLP-1R agonist: 1%; IL2 activator: 0.1; GLP-1R inv ag: ?; EPAC1 ag: 7%; PI5P4K alpha inh: 12; EPAC1 antagonist: 7%; PLK1 PBD inh: -18%
# Results for `CC1CCCN(C(=O)COc2ccc(Nc3ccccc3)cc2)C1` (stereo not given) → PTHR1 ag: -22%; HEK293 tox: -13%; GLP-1R agonist: 3%; IL2 activator: -0.8; GLP-1R inv ag: ?; EPAC1 ag: -6%; PI5P4K alpha inh: -23; EPAC1 antagonist: -4%; PLK1 PBD inh: -1%

# Further records follow:
cpd	compound	PTHR1 ag	HEK293 tox	GLP-1R agonist	IL2 activator	GLP-1R inv ag	EPAC1 ag	PI5P4K alpha inh	EPAC1 antagonist	PLK1 PBD inh
26	Nc1cccnc1Sc1cc(Cl)c(Cl)cc1Cl	-80%[inhibitor]	-4%	6%	-1.2	0%	2%	12	13%	-10%
27	O=C(N/N=C/c1ccccc1)c1ccc(N2CCOCC2)c([N+](=O)[O-])c1	-24%	7%	0%	0.6	1%	-4%	-3	3%	0%
28	CCNC(=S)N1CCc2cc(OC)c(OC)cc2C1COc1ccc(OC)cc1 (stereo not given)	-9%	-13%	?	-1.2	?	12%	1	-15%	3%
29	COc1cc(NC(=O)C2C3C=CC(C3)C2C(=O)O)c(OC)cc1Cl (stereo not given)	i	-23%	-2%	0.3	0%	7%	·	2%	-7%
30	COc1ccc2nc(N3CCCC(C(=O)NCCCN4C(C)CCCC4C)C3)sc2c1 (stereo not given)	i	-3%	8%	-2.7	?	2%	3	3%	-1%
31	COc1ccc2nc(NC(=O)c3cnccn3)sc2c1	-58%[inhibitor][57.5 µM]	?	-17%	-1.0	0%	-3%	·	0%	-8%
32	CCOC(=O)c1coc(C(=O)OCC)c1C(=O)OCC	i	-7%	11%	-0.7	0%	-8%	-10	2%	2%
33	O=c1c2ccccc2cnn1Cc1ccc(Br)cc1F	i	?	27%	-2.6	?	-1%	7	-1%	1%
34	Cc1nn(CC(=O)NCCCc2ccccc2)c(=O)c2cc3occc3n12	i	11%	-2%	-0.7	15%	-9%	2	0%	0%
35	COc1ccc(COC(=O)c2ccc(S(=O)(=O)N3CCC(C)CC3)cc2)cc1	i	0%	7%	-1.3	15%	-15%	0	-26%	-1%
36	C=CCNCCCOc1ccc(C(C)(C)c2ccccc2)cc1	i	1%	5%	-4.8	?	0%	3	3%	-7%
37	CC(=O)/C(=N/Nc1cccc(Cl)c1)N1CCOCC1	-27%	-15%	1%	-1.0	?	6%	-2	4%	-8%
38	CCCCOc1ccc(C(=O)NCc2ccccn2)cc1	i	-12%	24%	0.2	-1%	5%	-5	16%	-8%
39	CC(=O)N1CCC(=NNC(=O)c2cc3ccccc3cc2O)CC1	i	7%	0%	0.0	-7%	-5%	-29	-21%	2%
40	COc1ccc(C(C)NC(=O)Cc2cccs2)cc1 (stereo not given)	-27%	0%	-2%	0.1	8%	8%	-1	-5%	-9%
41	OC(CNCc1cccc(Cl)c1)c1ccccc1 (stereo not given)	-16%	0%	?	-3.4	-14%	3%	-3	9%	-10%
42	COCCSc1nnc(NC(=O)C2CC(=O)N(CCc3ccc(F)cc3)C2)s1 (stereo not given)	-4%	6%	4%	0.0	-18%	4%	-14	-13%	-14%
43	CNC(=O)CN(c1cc(OCCOC)c(Cl)cc1Cl)S(=O)(=O)c1ccc(OC)cc1	i	0%	4%	-0.1	12%	-11%	4	-17%	-5%
44	CCN(CC(=O)Nc1ccc(OC)cc1)C(=O)c1oc2c(Cl)cccc2c1C	i	-6%	8%	-0.6	?	5%	0	-12%	0%
45	Nc1cc[n+](CC(=O)c2ccc3c(c2)OCCO3)cc1	-16%	-9%	-4%	-2.0	?	3%	1	3%	-18%
46	CC(=O)Nc1ccc(-c2ccnc3c2CC(C)(C(=O)Nc2cccc(OC(F)(F)F)c2)O3)cc1 (stereo not given)	-7%	-30%	-7%	-0.8	?	-14%	-3	-21%	-7%
47	NC(=O)C1CCN(CC(=O)Nc2ccccc2N2CCOCC2)CC1	-2%	4%	-3%	-0.3	-6%	0%	0	-1%	-3%

# Sorted by value in GLP-1R agonist (rising): some entries from above.
entry | canonical_smiles | GLP-1R agonist
34 | Cc1nn(CC(=O)NCCCc2ccccc2)c(=O)c2cc3occc3n12 | -2%
1 | O=C(c1cn(-c2ccccc2)nc1-c1cccs1)N1CCOCC1 | 0%
10 | O=C1NC(=O)C2(CCCCCCCCCCC2)N1 | 1%

# Some values from the list:
# COc1ccc(C(C(=O)NCC2CCCO2)N(C(=O)CNC(=O)c2ccco2)c2ccccc2)cc1OC (stereo not given) | GLP-1R agonist: 0%
# OCC[C@H]1NCc2cc(CO)cc(-c3ccccc3)c21 | PTHR1 ag: -10%
# O=c1c2ccccc2cnn1Cc1ccc(Br)cc1F | PLK1 PBD inh: 1%
# NC(=O)C1CCN(CC(=O)Nc2ccccc2N2CCOCC2)CC1 | PI5P4K alpha inh: 0
